TDP43 rescue – qHTS of TDP-43 Inhibitors; hit rate 1.8% among 410,000; TDP-43 expressing yeast growth rescue, BacTiter-Glo, 24 h; Potency, µM (titrated, usually from 46.1 µM), without a hit: top-dose growth rescue (activation), usual class: activators; further: potency means the concentration at half of the fitted maximal effect; % of control where 0% means no effect; nearly all actives have a fitted effect of over 50% in size
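Readout is BacTiter-Glo luminescence of cell growth, so inhibitors register as activators. TDP-43-expressing yeast at OD600=0.02 in galactose medium, after raffinose pregrowth to mid-log, were incubated with compound for 24 hr at 30 deg C.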
Abeta yeast res – qHTS for compounds that reverse cellular toxicity of Amyloid beta (A-beta) peptide in yeast: Primary Screen; yeast expressing A-beta42, growth rescue, OD600, 48 h; response scale: 0% DMSO, 100% iron-clioquinol control; Potency, µM (doses to about 46.1 µM), without a hit: top-dose growth rescue, most hits filed as activators; hit rate 0.063% among 410,000; further: potency means the concentration at half of the fitted maximal effect; nearly all actives have a fitted effect of over 55% in size
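Growth rescue measured by 600 nm absorbance after 48 h yeast culture at 30 C with compound. Values normalized between DMSO and an equimolar ferric chloride plus clioquinol control.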
MmCpn inh – Inhibitors of TCP-1 ring complex (TRiC) of Methanococcus maripaludis (MmCpn): qHTS; Chaperonin Mm-Cpn (Methanococcus maripaludis); Potency, µM (series often up to 76.9 µM), for inactives: top-dose activity, negative = inhibition, most hits filed as inhibitors; hit rate 0.031% among 330,000; purified Mm-Cpn ATPase, ADP Transcreener TR-FRET; further: potency means the concentration at half of the fitted maximal effect; on the % scale 0 is the no-effect control and ±100 the full control effect; nearly all actives have a fitted effect of over 80% in size
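TR-FRET (320 nm excitation; 590 and 665 nm emission) reports ADP made from 10 uM ATP by 25 nM enzyme; compounds were preincubated 10 min, reaction run 30 min, both at 37°C.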
Akt phos inh – HTS Assay for Inhibitors of Akt Phophorylation: Primary Screen; Neuro2A IGF-stimulated pAkt S473 HTRF, 20 min; hits give low values; activity change, % for hits at 50 µM; hit rate 0.32% among 360,000; in the data active means activity change below about -80%; inconclusive means mostly about -51% to -80%; further: on the % scale 0 is the no-effect control and ±100 the full control effect
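Neuro2A cells (4,500/well, DMEM with 0.5% FBS) were treated with compound at a single 50 µM final concentration, stimulated with 6 nM IGF for 20 min at 37 °C, and lysed. Phospho-Akt Ser473 was read by HTRF as 665/615 ratio ×10^4.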
aSyn yeast inh – qHTS of alpha-syn Inhibitors; Yeast expressing alpha-synuclein, growth rescue, BacTiter-Glo, 24 h; Potency, µM (highest dose often 46.1 µM), for the others: at the top dose growth rescue (activation), most hits filed as activators; hit rate 0.14% among 370,000; further: potency means the concentration at half of the fitted maximal effect; % of control where 0% means no effect; nearly all actives have a fitted effect of over 65% in size
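Screening used galactose-induced yeast with toxic alpha-synuclein levels, exposed to compound for 24 hr at 30 deg C. Cell growth, read with BacTiter-Glo luminescence, gave the measured signal.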
PTHR1 ag – qHTS for PTHR1 Agonists: Primary Screen; Parathyroid hormone/parathyroid hormone-related peptide receptor (Homo sapiens), Q03431; HEK293 GP2 PTHR1 cells, GloSensor cAMP luminescence, 1 h; Potency, µM (doses to about 115 µM), for the others: top-dose activation, hits mostly activators; hit rate 0.075% among 410,000; AID 743266, 2014; further: potency means the concentration at half of the fitted maximal effect; nearly all actives have a fitted effect of over 55% in size; some results filed as inactive show a strong effect at the top dose; inactives centre near -15; many of its hits are not listed in these tables
Target sequence (Q03431 whole entry, looked up): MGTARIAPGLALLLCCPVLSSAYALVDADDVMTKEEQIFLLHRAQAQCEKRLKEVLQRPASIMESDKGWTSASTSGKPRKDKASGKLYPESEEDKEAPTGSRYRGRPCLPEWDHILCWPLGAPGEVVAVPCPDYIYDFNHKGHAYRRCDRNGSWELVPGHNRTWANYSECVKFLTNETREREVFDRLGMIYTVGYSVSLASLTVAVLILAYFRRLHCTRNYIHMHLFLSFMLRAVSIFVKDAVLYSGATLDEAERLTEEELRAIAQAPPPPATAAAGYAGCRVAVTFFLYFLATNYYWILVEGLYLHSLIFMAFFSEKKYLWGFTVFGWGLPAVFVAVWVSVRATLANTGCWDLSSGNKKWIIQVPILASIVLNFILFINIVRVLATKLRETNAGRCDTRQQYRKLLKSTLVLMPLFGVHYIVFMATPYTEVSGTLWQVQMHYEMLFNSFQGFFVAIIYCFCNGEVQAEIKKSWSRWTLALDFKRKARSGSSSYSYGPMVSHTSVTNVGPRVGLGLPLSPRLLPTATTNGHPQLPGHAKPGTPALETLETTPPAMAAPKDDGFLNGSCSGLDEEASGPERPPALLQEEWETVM
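HEK-293-derived GP2 cells expressing PTHR1 and a GloSensor cAMP reporter, 3,000/well, plated overnight, given luciferin plus IBMX (each 0.5 mM as added) for 1 h at 37 °C, then compound for 1 h at 37 °C. Luminescence was read after 15 min at room temperature.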
GLP1R cytotox – qHTS of GLP-1 Receptor Inverse Agonists: Cytotox Screen. AID 624418, 2012. hit rate 0.13% among 410,000. Potency, µM (titrated, usually from 38.3 µM), for inactives: top-dose activity change, negative = inhibition, hits mostly inhibitors. HEK293 cAMP-luciferase reporter cells, luminescence, 24 h;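 further: loss of luciferase light is scored as toxicity; potency means the concentration at half of the fitted maximal effect; on the % scale 0 is the no-effect control and ±100 the full control effect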
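MLSMR compounds, 24 hr on cells at 37 deg C/5% CO2; luminescence after luciferase reagent (12 min RT). Inhibition counted as the undesired cytotoxic outcome.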
FUS yeast rescue – qHTS for Suppressors of FUS Proteinopathy: Primary screen using FUS-linked yeast assay; S. cerevisiae FUS-expressing, growth rescue, OD600, 24 h; Potency, µM (titrated, usually from 76.6 µM), for the others: top-dose growth rescue (activation), actives largely listed as activators; hit rate 0.24% among 390,000;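 further: potency means the concentration at half of the fitted maximal effect; plate controls were DMSO vehicle for no effect and reference control for full effect; nearly all actives have a fitted effect of over 55% in size; some results filed as inactive show a strong effect at the top dose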
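Compound concentration series was pinned onto galactose-induced FUS-expressing yeast seeded at OD 0.005. Plates sat 24hr at 30C; absorbance at 600 nm gave growth. DMSO served as background control.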
GLP-1R inv ag – qHTS of GLP-1 Receptor Inverse Agonists (Inhibition Mode) | HEK293 GLP-1R CRE-luciferase, luminescence, 24 h; GLP-1R form is constitutively active | Potency, µM (highest dose often 38.3 µM), without a hit: at the highest dose activity change, negative = inhibition, usual class: inhibitors | hit rate 1.6% among 410,000 | Glucagon-like peptide 1 receptor (Homo sapiens), P43220 | AID 624417, 2012; further: potency means the concentration at half of the fitted maximal effect; on the % scale 0 is the no-effect control and ±100 the full control effect; nearly all actives have a fitted effect of over 55% in size
Target sequence (P43220 whole entry, looked up): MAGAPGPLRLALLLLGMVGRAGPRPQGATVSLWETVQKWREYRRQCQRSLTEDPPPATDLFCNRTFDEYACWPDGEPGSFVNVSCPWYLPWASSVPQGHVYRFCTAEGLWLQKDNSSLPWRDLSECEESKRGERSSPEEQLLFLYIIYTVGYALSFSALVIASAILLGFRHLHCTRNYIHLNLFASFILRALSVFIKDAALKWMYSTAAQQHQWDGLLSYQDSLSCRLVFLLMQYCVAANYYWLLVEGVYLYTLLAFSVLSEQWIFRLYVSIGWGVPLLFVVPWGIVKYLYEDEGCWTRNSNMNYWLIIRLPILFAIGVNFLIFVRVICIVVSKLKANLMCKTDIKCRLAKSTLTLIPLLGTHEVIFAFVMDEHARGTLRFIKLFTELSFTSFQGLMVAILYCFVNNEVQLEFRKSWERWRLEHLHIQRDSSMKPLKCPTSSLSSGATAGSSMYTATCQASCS
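Assay principle: reduced luminescence from a cAMP-responsive reporter in HEK293 cells co-expressing a constitutively active GLP-1R. Conditions: 24 hr compound incubation, 37 deg C, 5% CO2.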
Active calls of the source: *; i = inactive; ? = inconclusive; . = not tested or not shown; [ ] = remark or other dose. Unless noted, the call rests on the fitted dose curve; in most records, active means well fitted curve in the direction sought with a large enough effect; inconclusive means small, poorly fitted or top-dose-only effect, or another doubt; inactive means no such curve, though single readings can be large; an effect the other way counts as inactive or inconclusive. This is a subset, so the mix of outcomes need not match the whole.

cpd	molecule	aSyn yeast inh	MmCpn inh	TDP43 rescue	GLP1R cytotox	FUS yeast rescue	PTHR1 ag	Akt phos inh	GLP-1R inv ag	Abeta yeast res
1	Cc1cccc(C2=NCC(=O)N(CC(=O)NCc3ccco3)c3sc4c(c32)CCCC4)c1	9%	-1%	-20%	-14%	30%	-6%[57.5 µM]	i	?	14%
2	O=c1[nH]c(=S)n(-c2ccccc2)c(O)c1C=NCc1ccccn1	-1%	-1%	-6%[1.82 µM]	-1%	17%	i	i	17%	-17%
3	N/C(=N\OC(=O)CCC1CCCC1)c1ccccc1	-1%	0%	?	-1%[7.66 µM]	0%	-19%	i	4%[7.66 µM]	-2%
4	CC1(C)C(=O)CC[C@@]2(C)C1=CCC1C2CC[C@]2(C)C(=O)CCC12 (stereo partly specified)	-3%	2%	-4%	8%	13%	i	i	23%	-40%[inhibitor]
5	CC1(C)C2([N+](=O)[O-])CN3CC1([N+](=O)[O-])CN(C2)C3c1ccccn1 (stereo unspecified)	-4%	0%	-1%	-1%	15%	-24%	i	0%	-3%
6	CN1CCN(CC(=O)Nc2ccc(Cl)cc2C(=O)c2ccccc2)CC1	-8%	1%	-4%	-9%	-4%	i	i	?	-24%
7	Cc1ccc(C(C)C)c(OCC#CCN2CCCC2)c1	0%	-2%	-2%	7%	-33%	-20%	i	?	8%
8	N#Cc1cc2c(nc1SCC(=O)Nc1ccc(OC(F)(F)F)cc1)C1CCN2CC1	.	.	-3%	63%[activator]	15%	-58%[inhibitor]	.	?	-10%
9	CC(C)c1ccc(OCC(=O)N2CCN(C)CC2)c(Br)c1	-5%	-1%	-14%	-22%	-4%	-4%	i	-9%	-6%
10	O=S(=O)(Nc1ccc(-c2nc3ccccc3o2)cc1)c1ccccc1	2%	1%	14µM*	-10%	23%	-4%[57.5 µM]	i	-9%	10%
11	Cc1cccc(Cn2c(SCc3ccc(C(=O)NC4CCCCC4)cc3)nc3cccnc32)c1	.	.	?	-23%	15%	-21%	.	?	0%
12	Cc1cccc(-c2cccc(NC(=O)C3CCCN(Cc4cccnc4)C3)c2)c1 (stereo unspecified)	-2%	-1%	-5%	?	.	-94%[inhibitor]	i	?	3%
13	CCC(=O)N1c2ccc(S(=O)(=O)CCC(=O)N3CCC4(CC3)OCCO4)cc2CC1C (stereo unspecified)	-1%	0%	2%	-14%	-6%	i	i	19%	3%
14	C[C@H]1CCCC(=O)CCC/C=C/c2cc(O)cc(O)c2C(=O)O1	3%	0%[15.4 µM]	?	-5%	-6%	-21%	i	-5%	0%
15	CCCCn1c(=O)c(C(=O)Nc2ccc(C)cn2)c(O)c2ccccc21	-8%	-1%	-2%	3%	-20%	i	i	8%	-2%
16	COc1ccccc1C(=O)/C=C/c1ccc(N2CCCCC2)c([N+](=O)[O-])c1	22%	0%	15%	?	.	-40%[inhibitor]	i	?	-2%
17	COc1ccccc1CCNCc1cccc(C(F)(F)F)c1	-1%	-1%	2%	0%	15%	-5%	i	11%	-7%
18	COC(=O)C1=C(c2cc3ccccc3o2)C[C@@H]2CC[C@H]1N2C(=O)N1CCCC1	-5%	.	22%	-19%	18%	-47%[inhibitor]	i	?	1%
19	CNC(C)C#Cc1ccc2c(=O)c3ccccc3oc2c1 (stereo unspecified)	1%	.	?	4%	-1%	-17%	i	27%	-25%
20	O=C(Cn1cc(C=C2C(=O)NC(=O)NC2=O)c2ccccc21)NCC1CCCO1 (stereo unspecified)	-1%	2%	-15%	1%	14%	14%	i	-5%	-1%
21	CC(C)N(Cc1ccco1)/N=C/c1c(O)n(Cc2ccccc2)c(=O)[nH]c1=O	-5%	-1%	-29%	2%	9%	-1%	i	?	-24%
22	CCN(CC)c1ccc(CC2C(=O)N(C)C(=O)N(C)C2=O)cc1	?	-3%	21%	-12%	.	-20%	i	-15%	7%
23	CCCCn1c(N)c(N(CCOC)C(=O)CN2CC=C(c3ccccc3)CC2)c(=O)[nH]c1=O	-4%	1%	-11%	14%	-4%	16%	i	1%	-9%
24	COc1cc2ccccc2cc1C(=O)N(CCN(C)C)c1nc2c(OC)ccc(OC)c2s1	-5%	4%	-32%[inhibitor]	?	24%	-14%	i	?	-28%
25	O=c1cccc2n1CC1CC2CN(c2ncnc3c2cnn3-c2ccccc2)C1 (stereo unspecified)	-1%	0%	-10%	43%[activator]	10%	i	i	23%	-6%

Arranged by SMILES length (smallest number first): some entries from above
cpd	molecule	aSyn yeast inh	MmCpn inh	TDP43 rescue	GLP1R cytotox	FUS yeast rescue	PTHR1 ag	Akt phos inh	GLP-1R inv ag	Abeta yeast res
17	COc1ccccc1CCNCc1cccc(C(F)(F)F)c1	-1%	-1%	2%	0%	15%	-5%	i	11%	-7%
9	CC(C)c1ccc(OCC(=O)N2CCN(C)CC2)c(Br)c1	-5%	-1%	-14%	-22%	-4%	-4%	i	-9%	-6%
22	CCN(CC)c1ccc(CC2C(=O)N(C)C(=O)N(C)C2=O)cc1	?	-3%	21%	-12%	.	-20%	i	-15%	7%
6	CN1CCN(CC(=O)Nc2ccc(Cl)cc2C(=O)c2ccccc2)CC1	-8%	1%	-4%	-9%	-4%	i	i	?	-24%
8	N#Cc1cc2c(nc1SCC(=O)Nc1ccc(OC(F)(F)F)cc1)C1CCN2CC1	.	.	-3%	63%[activator]	15%	-58%[inhibitor]	.	?	-10%
11	Cc1cccc(Cn2c(SCc3ccc(C(=O)NC4CCCCC4)cc3)nc3cccnc32)c1	.	.	?	-23%	15%	-21%	.	?	0%
5	CC1(C)C2([N+](=O)[O-])CN3CC1([N+](=O)[O-])CN(C2)C3c1ccccn1 (stereo unspecified)	-4%	0%	-1%	-1%	15%	-24%	i	0%	-3%

Carrying on:
cpd	molecule	aSyn yeast inh	MmCpn inh	TDP43 rescue	GLP1R cytotox	FUS yeast rescue	PTHR1 ag	Akt phos inh	GLP-1R inv ag	Abeta yeast res
26	C[C@]12CCC3[C@@H](CCC4=CC(=O)CC[C@@]43CO)C1CCC2=O (stereo partly specified)	1%	2%	7%	15%	-33%	-56%[inhibitor]	i	79%[activator]	-15%
27	C[N+](C)(C)CC1CCCC1=O (stereo unspecified)	-3%	.	3%	7%	.	i	i	24%	10%
28	CN1CCN(C(=O)Cc2ccccc2)CC1	10%	0%	20%	-5%	-9%	i	i	-12%	8%
29	CCc1cccc(CC)c1N(COC)C(=O)CCl	0%	.	2%	3%	.	i	i	?	-1%
30	COC(=O)C1=C(c2ccc(-c3ccccc3)c(F)c2)C[C@@H]2CC[C@H]1N2C(=O)NCc1ccco1	10%	-2%	?	-2%	?	-34%[inhibitor]	i	12%	4%
31	C=CCn1c(O)c(C(C)=NCC2CCCO2)c(=O)[nH]c1=O (stereo unspecified)	-7%	-1%	-11%	8%	-5%	i	i	17%	-23%
32	O=C(CN1CCN(C(=O)COc2cccc(F)c2)CC1)Nc1ccc(Cl)c(C(F)(F)F)c1	-2%	3%	3%	-8%	?	-32%[inhibitor]	i	?	-7%
33	Cc1cc(Cl)ccc1C(=O)C1CCCN(Cc2ccon2)C1 (stereo unspecified)	-8%	-4%	-8%[0.397 µM]	-12%	10%	-17%	i	?	8%
34	C[C@]12CC[C@H](O)CC1C(=O)CC1C2CC[C@@]2(C)C1CC[C@@H]2O (stereo partly specified)	3%	1%	18%	-14%	.	i	i	5%	3%
35	COc1cccc(C(=O)C2CCCN(Cc3ccc(F)cc3)C2)c1 (stereo unspecified)	5%	-1%	-6%	-1%	-10%	i	i	?	10%
36	O=C(c1ccc(Cl)cc1)N1CCC2(CC1)OCCO2	-5%	0%	14%	-13%	-15%	-22%	i	6%	4%
37	CC(=O)c1ccc(OCC(=O)N2CCCC(N(C)Cc3ccccc3)C2)cc1 (stereo unspecified)	-3%	1%	-20%	-5%	11%	i	i	-8%	6%
38	Cc1cccc(-n2c(O)c(C=NCCCN3CCOCC3)c(=O)[nH]c2=O)c1C	1%	0%	2%	15%	1%	-19%[57.5 µM]	i	11%	-2%
39	O=C(N/N=C/c1c(O)n(CCc2ccccc2)c(=O)[nH]c1=O)c1ccncc1	-4%	-2%	-14%	10%	.	i	i	0%	10%
40	O=C(Cc1ccccc1)OCC(=O)c1ccccc1	0%	-2%	-9%	3%	5%	-37%[inhibitor]	i	4%	-11%
41	COc1ccc(CNC(=O)c2sc(=O)n(Cc3ccc(C)cc3)c2C)cc1OC	0%	.	?	-6%	35%	-8%	i	-3%	-8%
